# OX1R antag-1 = antagonists of human orexin 1 receptor. O43613. CHO/OX1R cells, Fluo-8 calcium fluorescence, orexin A. inhibition, % at 5 µM. actives 0.43% (n = 330,000). AID 434989;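 active = inhibition above its plate's threshold, mean inhibition of all tested compounds on the plate plus 3 SD, cut at about 37% in these data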;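 also: 0% = orexin A challenge wells and 100% = SB-334867-A antagonist wells; not every result past the cut was called active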
# Target sequence (O43613 whole entry, looked up): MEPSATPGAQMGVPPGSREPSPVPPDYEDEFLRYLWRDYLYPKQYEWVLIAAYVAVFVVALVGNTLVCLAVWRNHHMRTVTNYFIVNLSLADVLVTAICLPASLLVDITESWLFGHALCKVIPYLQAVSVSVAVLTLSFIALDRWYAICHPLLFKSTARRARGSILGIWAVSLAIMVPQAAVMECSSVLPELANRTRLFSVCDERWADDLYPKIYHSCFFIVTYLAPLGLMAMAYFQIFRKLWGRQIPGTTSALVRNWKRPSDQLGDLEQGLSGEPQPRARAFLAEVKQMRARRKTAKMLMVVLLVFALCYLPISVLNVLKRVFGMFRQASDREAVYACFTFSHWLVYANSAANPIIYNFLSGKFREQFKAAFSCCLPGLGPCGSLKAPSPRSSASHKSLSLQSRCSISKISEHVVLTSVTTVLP
# OX1R antag-2 = antagonists of human orexin 1 receptor (OX1R); O43613; OX1R-expressing cells, FRET antagonist read-out; inhibition, % at 6.6 µM; actives 1.8% (n = 330,000); AID 485270; in the data active = inhibition mostly above about 38%, no sharp cut-off; inactive = mostly below about 40%;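 also: 0% = agonist challenge alone and 100% = reference antagonist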
# An asterisk follows results filed as active. Compounds as they come; 2.1% or so of the library scored in one or more.
SMILES,OX1R antag-1,OX1R antag-2
CC(C)Cn1c2c(c(=O)[nH]c1=O)C(C(F)(F)F)(C(F)(F)F)N=C(CCC1CCCCC1)N2,7,-4
Cc1cc(NC(=O)COC(=O)c2ccc(S(=O)(=O)N3CCCC3)cc2)no1,-2,1
C=CCNC(=S)NNC(=O)c1ccc(=O)n(Cc2ccccc2)c1,-19,-3
Cc1cccc(C(=O)NCC(=O)OCC(=O)N2CCc3ccccc32)c1,-22,15
N#Cc1nc(Cc2ccccc2)oc1NCCc1ccccc1,-7,27
NC(=O)c1nnn(-c2ccccc2)c1N,-21,9
OCCOc1nnnn1-c1ccccc1,5,5
CC(C(=O)NC1C=CS(=O)(=O)C1)N1C(=O)/C(=C/c2cccc(Cl)c2)SC1=S (stereo unspecified),-16,9
NS(=O)(=O)c1ccc(CNC(=O)Cc2ccccc2[N+](=O)[O-])cc1,-2,1
CCOc1ccc(-c2csc(NC(=O)c3ccco3)n2)cc1,-14,6
Cc1ccc(CNS(=O)(=O)c2ccc(C(F)(F)F)cc2)n1C,-4,-1
C[C@@H]1C=CC(=O)O[C@@H]1c1ccc(Cl)cc1,-10,27
CCCCn1c(=O)[nH]c(=O)c2c1nc(-c1ccc(OCC)cc1)n2CC,-9,10
Fc1ccc(/C=N/c2c(-c3ccc(F)cc3)nc3n2CCS3)cc1,-20,8
CC1CCc2c(sc(NC(=O)c3cccn3C)c2C(N)=O)C1 (stereo unspecified),-30,16
COc1ccc(N2CCN(C(=O)c3ccccc3Br)CC2)c([N+](=O)[O-])c1,-19,7
O=C(O)c1ccc(/C=C(\c2nc3ccccc3[nH]2)c2nc3ccccc3s2)cc1,-10,13
COc1ccccc1-c1c(C)nn2c(N3CCC(C)CC3)cc(C)nc12,-16,8
CCOC(=O)c1c(C(F)(F)F)cc(-c2ccc(F)cc2)nc1C,-11,14
CCCOc1cc2c(C#N)c(N3CCCC3)nc(N)c2c(N)n1,-21,34
COc1ccc(-c2cc(C(=O)Nc3ccccc3SC)no2)cc1,-12,18
CC1(C)CC(=O)C2=C(C1)Nc1ccccc1NC2c1ccc2c(c1)OCO2 (stereo unspecified),-8,12
CCNC(=O)NS(=O)(=O)c1cnccc1Nc1cccc(Cl)c1,-3,1
FC(F)(F)c1cc(-c2ccc(Cl)cc2)nc2ncnn12,-19,64
Cc1cc(C)c(NC(=O)CSc2nnc(CNC(=O)c3ccccc3F)o2)c(C)c1,-11,6
CCN(Cc1ccccc1)C(c1ccc(C)cc1)c1nnnn1C(C)(C)C (stereo unspecified),-31,8
CC1(c2nnc(Cc3ccccc3)o2)CC(c2ccc([N+](=O)[O-])cc2)=NO1 (stereo unspecified),-18,28
CCOc1ccc(NC(=O)CCSc2ccc3ccccc3n2)cc1,-12,10
CN(C)c1cc(-c2cccc(C(F)(F)F)c2)oc(=O)c1Cl,-21,21
O=C(O)c1ccc(-c2nnn(Cc3cccc(C(F)(F)F)c3)n2)cc1,-7,11
CCCCn1c(N)c(N(CCOC)C(=O)c2ccc(C)c(S(=O)(=O)N3CCOCC3)c2)c(=O)[nH]c1=O,6,17
O=C(CN1C(=O)NC2(CCCC2)C1=O)N1CCN(S(=O)(=O)c2cccc(F)c2)CC1,-9,22
O=C(/C=C/c1ccco1)OCC(=O)c1cccc([N+](=O)[O-])c1,-31,10
C=CCOc1ccc(/C=C/C(=O)OCC(=O)N2CCCc3ccccc32)cc1,-27,20
COc1ccccc1-n1cnnc1SC(C)C(=O)Nc1ccc(NC(C)=O)cc1 (stereo unspecified),-22,-1
CCC(C)(C)NC(=O)Nc1cc(Cl)ccc1OC,-13,11
COCCCNC(=O)Cn1nnc(-c2ccc(NC(=O)c3ccccc3OC)cc2)n1,-9,2
COc1ccc(S(=O)(=O)N(CC(=O)NC2CCCC2)c2ccccc2OC)cc1,-20,45
O=S(=O)(c1ccccc1)N1N=C(c2cccs2)CC1c1ccc(F)cc1 (stereo unspecified),-10,23
O=C1C2ON(c3ccccc3)C(c3cccnc3)C2C(=O)N1c1ccc(Cl)c(Cl)c1 (stereo unspecified),-18,4
CC1=C(c2ccccc2)[N+](=O)C2(CCCCC2)N1[O-],12,6
CC(C)C(=O)c1cn(CC(=O)O)c2ccccc12,-3,17
Cc1cc(N)n(-c2ccc3ccccc3c2)n1,-27,11
CCOC(=O)N1CCC(NCc2c(C(=O)N(C)Cc3ccccc3)nc3ccccn23)CC1,-41,17
Cc1ccc(C(=O)N[C@H](C(=O)Nc2ccc(F)cc2)C(C)C)cc1,-41,5
C/C(N)=C(/C#N)C(=O)COC(=O)c1cc(-c2ccc(C)cc2)nc2ccccc12,47*,87*
O=C(NCCc1ccccc1)c1ccc2nc3cc(Cl)ccc3c(=O)n2c1,-18,11
O=C(Nc1nnc(SCCN2CCOCC2)s1)C1CC(=O)N(c2ccccc2)C1 (stereo unspecified),-26,51

# Four of the entries above in order of the OX1R antag-1 value, smallest number first.
SMILES,OX1R antag-1,OX1R antag-2
Cc1ccc(C(=O)N[C@H](C(=O)Nc2ccc(F)cc2)C(C)C)cc1,-41,5
CCN(Cc1ccccc1)C(c1ccc(C)cc1)c1nnnn1C(C)(C)C (stereo unspecified),-31,8
CC1(c2nnc(Cc3ccccc3)o2)CC(c2ccc([N+](=O)[O-])cc2)=NO1 (stereo unspecified),-18,28
CC1=C(c2ccccc2)[N+](=O)C2(CCCCC2)N1[O-],12,6

# 3 compounds out of the list, sorted by SMILES length, low to high.
SMILES,OX1R antag-1,OX1R antag-2
O=C(NCCc1ccccc1)c1ccc2nc3cc(Cl)ccc3c(=O)n2c1,-18,11
O=S(=O)(c1ccccc1)N1N=C(c2cccs2)CC1c1ccc(F)cc1 (stereo unspecified),-10,23
CCOC(=O)N1CCC(NCc2c(C(=O)N(C)Cc3ccccc3)nc3ccccn23)CC1,-41,17

# Going on with the list:
SMILES,OX1R antag-1,OX1R antag-2
COc1ccc(Cl)cc1Nc1nc(NCCO)nc(N2CCCCC2)n1,-21,3
CC(=O)c1ccc(OCc2cc(C(=O)N(C)Cc3cc(C)no3)no2)cc1,-20,9
CC1CCN(CCCNC(=O)c2ccc(Cn3c(=S)[nH]c4ccc(Br)cc4c3=O)cc2)CC1,-13,24
Cc1ccc(N)c(C(=O)CCCCC(=O)O)c1,3,1
CC(C)(C)NC(=O)CN(C(=O)C(=O)Nc1ccc2c(c1)OCCO2)C1CC1,-13,11
O=c1nc2ccccc2c2n1CC(CN1CCN(C(c3ccccc3)c3ccccc3)CC1)N2 (stereo unspecified),-15,4
COc1ccc(NC(=O)CC2Sc3ncnn3C2=O)cc1 (stereo unspecified),-13,16
CNC(=S)N/N=C/c1cc(C)n(-c2ccc(Cl)c(Cl)c2)c1C,-5,11
COc1ccc(N(C(=O)C(C)C)S(=O)(=O)c2cccc3cccnc23)cc1,-19,-4
Oc1ccc(Oc2ncc(Cl)cc2Cl)cc1,-17,11
N#Cc1ccccc1CSCCNC(=O)Cc1c(F)cccc1Cl,-20,6
COc1ccc(CCN2C(=O)c3ccccc3C2(O)c2ncc[nH]2)cc1OC (stereo unspecified),-10,39
O=[N+]([O-])c1cccc(C(=Nc2ccccc2Cl)NO)c1,-13,9
COc1ccc(NC(=O)CN2C(=O)C(C)Oc3ccccc32)cc1 (stereo unspecified),-27,9
CCOc1ccc(NC(=O)C2CCC(CNc3c(N4CCCCC4)c(=O)c3=O)CC2)cc1 (stereo unspecified),-26,11
COc1ccc(C)cc1C1=Nc2ccccc2C1(C)C,-31,26
O=C(Nc1ccc2c(c1)OCO2)C1CCN(c2ccc(S(=O)(=O)N3CCOCC3)cc2)CC1,-7,-2
COc1ccc2c(c1)Cc1sc(NC(=O)c3ccccc3)nc1-2,16,57
O=C(CNS(=O)(=O)c1c(F)cccc1F)NC1CCCc2ccccc21 (stereo unspecified),-17,8
CC1CC(C)CN(CCCNC(=O)CN2C(=O)COc3ccc(S(=O)(=O)N4CCOCC4)cc32)C1 (stereo unspecified),-8,3
N#Cc1cccc(NC(=O)CCNC(=O)c2ccccc2Cl)c1,-5,-2
NS(=O)(=O)c1ccc2nc(NC(=O)Nc3ccc(F)cc3)sc2c1,4,28
COc1ccc(S(=O)(=O)N2CCOCC2)cc1NC(=O)c1cc(C)oc1C,-23,0
COc1cccc(C2CC(c3cccs3)=NN2S(C)(=O)=O)c1 (stereo unspecified),-24,10
CC(C)NC(=O)NNC(=O)c1nn(-c2ccc(F)cc2)ccc1=O,-8,3
O=S(=O)(Nc1ccc(-c2ccc3nncn3n2)cc1)c1ccc(Cl)s1,1,12
Cn1c(=O)oc2cc(S(=O)(=O)NCc3cccnc3)ccc21,5,4
CC(C)Oc1cc(NC(=O)CS(=O)CC(=O)Nc2cccc(C(F)(F)F)c2)c(Cl)cc1Cl (stereo unspecified),31,-5
OC1CCCN(c2c3c(nc4cc(-c5cccc(F)c5)nn24)CCCC3)C1 (stereo unspecified),-26,26
Cn1cnnc1SCC(=O)Nc1sccc1C#N,-15,6
COc1ccc(C2C(C(=O)O)CCC(=O)N2c2ccc(C)cc2)cc1OC (stereo unspecified),-15,-2
COc1ccccc1-n1c(SCC(=O)N2CCCC2)nnc1-c1ccccc1,-12,5
COc1ccc(/C=N/NC(=S)Nc2ccccc2)cc1COc1cccc(C)c1C,-9,3
O=c1c2cc(Cl)ccc2[nH]c(=S)n1Cc1cccs1,-17,23
O=C(CSc1nnnn1C1CCCC1)Nc1ccc2c(c1)OCO2,-16,8
CCOC(=O)N1CCN(C(=O)CSCc2ccc(Br)cc2)CC1,-18,10

# As a short view, 6 of the compounds above:
SMILES,OX1R antag-1,OX1R antag-2
CC(C)NC(=O)NNC(=O)c1nn(-c2ccc(F)cc2)ccc1=O,-8,3
O=S(=O)(Nc1ccc(-c2ccc3nncn3n2)cc1)c1ccc(Cl)s1,1,12
Cn1c(=O)oc2cc(S(=O)(=O)NCc3cccnc3)ccc21,5,4
CC(C)Oc1cc(NC(=O)CS(=O)CC(=O)Nc2cccc(C(F)(F)F)c2)c(Cl)cc1Cl (stereo unspecified),31,-5
OC1CCCN(c2c3c(nc4cc(-c5cccc(F)c5)nn24)CCCC3)C1 (stereo unspecified),-26,26
Cn1cnnc1SCC(=O)Nc1sccc1C#N,-15,6

# Other compounds.
SMILES,OX1R antag-1,OX1R antag-2
CCN(c1ccccc1)S(=O)(=O)c1ccc(OC)c(NC(=O)CNCC(C)O)c1 (stereo unspecified),-19,18
Cc1ccc(S(=O)(=O)Cc2ccc(C(=O)N3CCCCCC3)o2)cc1,-20,9
CS(=O)(=O)c1ccc(Cl)c(NC(=O)CSc2nc3ccccc3c(=O)n2Cc2ccco2)c1,-9,7
COc1ccccc1C(=O)NCCC(=O)Nc1ncccc1O,-6,8
CC(=O)Nc1ccc(OCC(O)Cn2c3ccccc3c3ccccc32)c(C)c1 (stereo unspecified),23,16
CC(C)c1nnc(NC(=O)CS(=O)(=O)c2ccccc2)s1,-9,13
O=C(Nc1cccc(Cl)c1)N1CCN(c2ncccn2)CC1,-8,7
COc1ccc(NC(=O)CN(C)C(=O)c2cc(-c3ccc(C)o3)nc3ccccc23)cc1,-21,20
CC(=O)N(C(C)=O)c1nc(-c2ccccc2)cn1/N=C/c1ccccc1,-27,21
COc1ccccc1C(=O)Nc1c2c(nn1-c1cccc(C)c1C)CS(=O)(=O)C2,-20,22
CCOC(=O)c1ccc(NC(=O)CN2C(=O)CCC2=O)cc1,-8,12
Cc1nnc(SCC(=O)Nc2ccccc2)n(N)c1=O,5,11
CCOC(=O)C1CCCN(C(=O)C2CCN(C(=O)Nc3ccccc3)CC2)C1 (stereo unspecified),-6,2
O/N=C1\CC/C(=N\O)c2nn(-c3ccc(Cl)cc3Cl)nc21,-19,5
CC1CCN(c2ccc(S(=O)(=O)NC3=NCCCCC3)cc2[N+](=O)[O-])CC1,-12,12
COc1ccc(NC(=O)C2C(=O)NC3(C)CC2c2ccccc2O3)cc1 (stereo unspecified),-13,18
COc1ccccc1OC(=O)c1ccc(S(=O)(=O)N(C)C)cc1,-14,15
O=C(O)c1cccc(Cn2c(Cl)c(/C=N/NC(=O)c3cccc(O)c3)sc2=O)c1,-15,8
Cc1ccccc1N1C(=O)C(Oc2ccc(Cl)cc2)C1CNC(C)(C)C (stereo unspecified),-19,20
O=C(c1ccccc1[N+](=O)[O-])N1CCN(Cc2ccc3c(c2)OCO3)CC1,2,24
COCCOC(=O)C1=C(C)NC(=O)NC1c1ccc(-c2cc(Cl)ccc2Cl)o1 (stereo unspecified),-38,25
O=C(c1ccc(F)cc1)n1cc(C(=S)N2CCOCC2)c2ccccc21,-22,4
Cc1ccc2c(c1)COc1c3ccc(C(=O)NCC4CC4)cc3nn1-2,-22,54
O[C@@H](c1cc(C(F)(F)F)nc2c(C(F)(F)F)cccc12)[C@H]1CCCCN1,-10,3
CCOc1cc(S(=O)(=O)NCc2ccncc2)c(C)cc1C,-21,17
CCCCNC(=O)c1ccc(NS(=O)(=O)c2ccccc2)cc1,-21,8
Cc1ccc(C)c(OC(=O)c2ccncc2)c1,-21,10
CCCOc1ccc(C(=O)Nc2ccc(CN3CCOCC3)cc2)cc1,-16,-1
COC(=O)c1c(NC(=O)CN2C(=O)C(=O)N(CC(C)C)C2=O)sc(C)c1C,-35,7
COc1ccc(CCNC(=O)COc2cc(O)c3c(c2)OC(C)(C)CC3=O)cc1,-42,19
CC1CN(CC(=O)NN=C(c2ccccc2)c2ccccc2)CC(C)O1 (stereo unspecified),-4,5
COc1ccc(CNC(=O)C(C)N2CCN(S(=O)(=O)c3ccccc3F)CC2)cc1 (stereo unspecified),-20,0
CCCCn1c(=O)[nH]c(=O)c2c1nc(-c1ccc(C)c([N+](=O)[O-])c1)n2CC,-28,3
O=C(COC(=O)C1=COCCO1)NC1CCCCCCC1,-10,10
O=C(CSc1nncn1-c1ccccn1)Nc1cccc(Cl)c1,-19,23
O=C(/C=C/c1ccccc1)Nc1cccnc1Cl,1,23
Cc1ccc(S(=O)(=O)N2CCCCC2)cc1NC(=O)CCNC(=O)c1ccccc1,-7,2
COC1(OC)C(/C=C/c2ccc(Cl)cc2)C(C#N)(C#N)C1(OC)OC (stereo unspecified),-15,9

# Screens deposited in PubChem by The Scripps Research Institute Molecular Screening Center.
